Screens from PubChem.
hgDAF12 agonist: activates the H. glycines DAF-12 receptor ligand-binding domain | activation, % at 6.8 µM | AID 687014 | HEK293 GAL4-hgDAF12 UAS-luciferase reporter, agonist luminescence; normalized to butyrate control | 370,000 compounds, 1.8% hits;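 active = activation above a cutoff set at the mean of all screened compounds plus 3 SD, cut at about 10% in these data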;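 also: 0% = DMSO wells and 100% = sodium butyrate wells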
DAX1 inh-1: inhibits human nuclear receptor DAX1; 340,000 compounds, 0.99% hits; P51843; AID 504766; HEK293 Gal4-DAX1 luciferase reporter, luminescence; inhibition, % at 6.75 µM;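 active = inhibition above the mean over all tested compounds plus 3 SD, cut at about 4.2% in these data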;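 also: 0% = DAX1-transfected cells with DMSO and 100% = empty-vector control cells with DMSO; inhibition shows as a rise in luminescence from relieved DAX1 repression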
Target sequence (P51843 207-470 limits assumed): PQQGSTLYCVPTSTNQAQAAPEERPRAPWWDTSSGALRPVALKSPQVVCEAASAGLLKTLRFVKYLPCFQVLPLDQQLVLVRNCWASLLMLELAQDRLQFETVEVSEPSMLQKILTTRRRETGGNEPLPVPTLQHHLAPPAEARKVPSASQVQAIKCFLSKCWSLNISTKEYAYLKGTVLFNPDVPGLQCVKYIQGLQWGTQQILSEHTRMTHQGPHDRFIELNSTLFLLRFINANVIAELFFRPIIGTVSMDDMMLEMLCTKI
NR1D1 modulator: modulates human Rev-erb alpha binding to DNA; Rev-erbα–FITC-DNA binding, fluorescence polarization, 90 min; 370,000 compounds, 0.79% hits; activity, % at 10 µM; AID 1259318; P20393;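 active = activity above about 14%, limit read from the data; passing the limit was not always enough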;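 also: 0% = DMSO wells with 35 nM protein and 100% = DMSO wells with 750 nM protein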
DAX1 inh-2: DAX1 (NR0B1) inhibition, primary screen; inhibition, % at 6.8 µM; HEK293T StAR-luciferase reporter, SF-1/DAX-1 repression relief; AID 652010; 370,000 compounds, 1.1% hits;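 active = inhibition above the mean over all tested compounds plus 3 SD, cut at about 3.6% in these data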;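 also: 0% = DAX-1 cells with DMSO and 100% = cells lacking DAX-1 with DMSO; higher inhibition means more luminescence from relief of DAX-1 repression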
ADAM17 inh: ADAM17 inhibition, QFRET primary screen | inhibition, % at 6.95 µM | 370,000 compounds, 0.83% hits | recombinant ADAM17, EDANS/DABCYL FRET peptide cleavage;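 active = inhibition above the mean of compounds lying between control limits plus 3 SD, set per campaign, cut at about 8.5% in these data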;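 also: 0% = DMSO-only wells as the low control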
PLC-gamma1 inh: inhibitors of human phospholipase C gamma1. P19174. 370,000 compounds, 0.84% hits. purified PLC-gamma1, fluorogenic substrate, fluorescence. inhibition, % at 12.2 µM; in the data active = inhibition above about 9.5%
ssDAF-12 act: S. stercoralis DAF-12 activation, primary screen; AID 652126; HEK293 ssDAF-12/GRIP1 lit1-tk-luc reporter, luminescence; % of 3 µM dafachronic acid response; activation, % at 6.8 µM; 370,000 compounds, 1% hits;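 active = activation above the mean over all tested compounds plus 3 SD, cut at about 0.9% in these data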;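 also: 0% = DMSO-only wells and 100% = 3 µM delta7-dafachronic acid wells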
PLCb3 inh: blocks human PLC-beta3 enzyme activity. Purified PLC-beta3, fluorogenic substrate, fluorescence. inhibition, % at 12.2 µM. Q01970. 370,000 compounds, 0.18% hits; in the data active = inhibition above about 11%;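 also: 0% = median of compound wells on plate and 100% = full blocker control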
MBD2 DNA inh: inhibitors of human MBD2 binding to methylated oligonucleotide. inhibition, % at 4.4 µM. Q9UBB5. 370,000 compounds, 0.31% hits. TR-FRET; in the data active = inhibition above about 13%
Target sequence (Q9UBB5 whole entry, looked up): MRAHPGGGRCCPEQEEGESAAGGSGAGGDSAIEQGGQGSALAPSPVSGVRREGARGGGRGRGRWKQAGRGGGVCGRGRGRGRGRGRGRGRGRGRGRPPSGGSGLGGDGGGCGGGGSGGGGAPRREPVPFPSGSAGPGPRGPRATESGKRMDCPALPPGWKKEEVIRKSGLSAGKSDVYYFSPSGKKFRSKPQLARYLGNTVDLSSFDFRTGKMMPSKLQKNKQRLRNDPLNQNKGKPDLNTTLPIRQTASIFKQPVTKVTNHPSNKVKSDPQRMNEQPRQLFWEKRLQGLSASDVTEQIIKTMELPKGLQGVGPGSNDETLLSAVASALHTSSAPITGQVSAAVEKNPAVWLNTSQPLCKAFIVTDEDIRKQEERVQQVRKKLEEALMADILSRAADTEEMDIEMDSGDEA
SMARCA2 act: SMARCA2 function activation, primary screen; MG213 cells, MMTV-luciferase reporter, dexamethasone, overnight; activation, % at 9.1 µM; 370,000 compounds, 1% hits; AID 652017; in the data active = activation above about 7.8%;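 also: 0% = vehicle wells and 100% = reference activator wells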
hcDAF-12 act: activates DAF-12 receptor from parasite H. contortus. HEK293 hcDAF-12 lit1-tk-luc reporter, luminescence; 0% DMSO, 100% Δ7-dafachronic acid. 370,000 compounds, 1.4% hits. activation, % at 6.8 µM;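 active = activation above the mean of all tested compounds plus 3 SD, cut at about 5.5% in these data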;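 also: 100% = response to 3 µM Δ7-dafachronic acid high control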
* hit, by the source's call; i = inactive; . = no result given. The order is random; overall some 7.4% were active at least once.

SMILES	PLCb3 inh	NR1D1 modulator	DAX1 inh-1	ssDAF-12 act	SMARCA2 act	PLC-gamma1 inh	hgDAF12 agonist	ADAM17 inh	DAX1 inh-2	MBD2 DNA inh	hcDAF-12 act
COc1ccc(C(=O)Oc2ccc(/C=N/Nc3ccc(Cl)c(C(=O)O)c3)cc2OC)cc1	-17	-7	-0.3	-0.1	4	-2	0.4	-6	0.6	3	-1.3
CN(C)c1ccc(/C=N/NC(=S)NCc2ccco2)cc1	-177	4	0.5	-0.9	-3	-148	2.6	-131	0.6	0	2.0
COc1ccc2c(C)c(CCC(=O)NC3CC3)c(=O)oc2c1C	-70	-7	0.7	-0.8	3	-49	3.7	-178	0.1	3	0.3
CCOC(=O)c1[nH]c2ccc(OC)cc2c1NC(=O)CN1CCC2(CC1)OCCO2	i	-2	0.0	-0.7	2	i	-0.7	-130	-0.1	-1	-2.5
CCOc1ccc2nc(SCC(=O)NC3CC3)sc2c1	-2	-2	2.5	-0.5	5	0	3.2	-1	-0.6	-8	-0.7
N#Cc1ccc(C(=O)CSc2n[nH]c(=O)n2-c2cccnc2)cc1	-8	3	.	-0.9	0	2	2.0	-1	0.0	2	-1.0
O=C1NC(=O)C(Cc2c[nH]c3ccccc23)N1 (stereo not drawn)	-2	-2	1.5	-0.4	-3	0	-1.0	-2	-0.1	0	-0.7
CC(=O)C1=CCC(c2ccccc2F)N(S(=O)(=O)c2ccc(C)cc2)C1 (stereo not drawn)	-2	-3	.	-1.5	1	1	0.5	-2	-3.2	1	-0.3
O=c1c(C(c2ccc(O)cc2)c2c(O)nc3n(c2=O)CCS3)c(O)nc2n1CCS2	2	0	0.0	-1.2	1	0	-0.5	-4	0.3	1	-0.2
COc1cccc(NC(=O)COc2ccccc2C(N)=O)c1	0	-2	-0.5	-0.9	0	0	9.1	-4	2.0	7	-0.5
COC(=O)c1ccc(Cn2c(C)c(C(=O)NCc3ccc(C#N)cc3)sc2=O)o1	-5	6	.	-1.6	-1	2	-1.8	-4	-1.3	7	-1.5
Cc1nc(N2CCC(C)CC2)c2c(C)c(C(=O)Nc3ccc4c(c3)OCCO4)sc2n1	-6	11	0.1	-0.9	7	-4	1.7	-1	-0.1	0	-2.1
COc1ccc(CC(C(=O)Nc2cccc(F)c2)c2nn[nH]n2)c(OC)c1 (stereo not drawn)	-3	-1	-1.7	-0.9	0	6	-1.4	-2	-1.0	2	-0.4
Nn1c(-c2ccccc2Cl)nnc1-c1ccccc1Cl	0	5	0.2	-1.1	8	2	0.2	-2	-0.5	2	-1.0
Fc1ccc(-c2cc3nc(-c4ccccc4)cc(N4CCN(CCN5CCOCC5)CC4)n3n2)cc1	i	5	-2.1	-2.3	2	i	-4.3	-226	-1.3	4	-1.9
O=C(Oc1ccccc1O)c1cccc2ccccc12	-1	-3	.	0.4	-1	0	-2.0	1	0.6	0	3.5
CN(CC(=O)Nc1ccc(F)c(F)c1F)C(=O)C1CCCO1 (stereo not drawn)	-6	6	-0.2	-1.0	-1	4	3.2	-4	1.1	3	0.8
CCN1CCN(C(=O)C(=O)c2c(C)[nH]c3ccccc23)CC1	-1	-5	0.8	-1.0	-3	2	-1.0	0	0.5	4	1.5
CCN1CCN(C(=O)c2cc3cc([N+](=O)[O-])ccc3oc2=O)CC1	-4	2	-0.8	-1.3	-4	-2	-0.3	-8	0.2	-3	0.2
CCc1ccc([C@H]2[C@@H]3C(=O)C[C@@H]4C(=O)N(CC)C(=O)[C@@H]4[C@@H]3CN2S(=O)(=O)c2ccc(C)cc2)cc1	0	-3	.	-1.2	-1	0	0.6	0	0.5	0	-0.7
COc1ccc(OC)c(CCNC(=O)c2ccc(CS(=O)(=O)c3ccc(Br)cc3)o2)c1	-7	-2	0.8	-1.5	1	-2	-2.1	-2	-0.8	3	-2.8
COc1cccc(C2c3c(oc4ccccc4c3=O)C(=O)N2CCCN(C)C)c1OC (stereo not drawn)	-33	1	-0.8	-1.5	0	-27	0.1	-8	-0.3	-5	-1.3
CN(C(=O)Nc1ccc(F)cc1)[C@H]1C[C@H]2c3[nH]c4ccccc4c3CCN2C(=O)[C@H]1CO	-76	1	0.6	-0.7	-5	-50	0.5	-39	1.7	-4	0.0
O=C(CCNS(=O)(=O)c1ccc2c(c1)CCC(=O)N2)NCc1cccnc1	3	5	0.1	-1.4	-4	6	-0.7	7	0.4	-4	-1.6
Cn1c(Cn2c(=O)sc3ccccc32)nnc1SCC(=O)Nc1ccc2c(c1)OCO2	5	-10	2.3	-1.3	-1	2	1.4	-1	-0.1	-2	0.2
CCn1c(O)c(N=NC(=O)CNC(=O)c2cccnc2)c2ccccc21	4	-2	0.1	-1.2	-2	2	1.1	-2	-1.1	-8	-1.5
CCN(CC)S(=O)(=O)c1cccc(C(=O)Nc2ccc(C#N)cc2)c1	4	0	-2.7	-2.8	-5	-1	-4.8	-2	-3.1	1	-3.3
COc1ccc(OC(=O)c2cc3cc(Cl)ccc3oc2=O)cc1	-9	3	2.4	-1.8	0	-5	-0.1	-4	0.1	-1	-0.2
CCc1ccc(CN2CCC(Oc3ccc(C(=O)N4CCCC4)cc3)CC2)cc1	-6	2	-0.6	-1.6	-1	-3	-2.2	-1	-1.9	5	-1.2
COC(=O)c1sccc1N/N=C(\C)c1ccc(F)c(Cl)c1	3	-1	1.1	-1.0	-2	2	-0.4	-2	0.5	4	-0.2
Nc1nnc(CC(=O)N2CCCCC2)s1	2	-4	0.2	-0.6	-1	2	-0.3	-4	0.4	3	-1.4
O=C(NCc1ccc2c(c1)OCO2)c1ccc(Cl)nc1	1	5	0.6	0.2	-2	-2	-1.6	1	-0.2	1	-0.9
CCOc1ccc(CCNC(=O)CSc2cc(=O)n(C)c3ccccc23)cc1OCC	1	2	0.0	-1.9	4	0	-0.2	-2	-0.5	3	-3.8
COc1cc(OC)c(C(=O)C=Cc2ccc(OC)c(OC)c2)c(OC)c1	1	5	-3.3	-1.6	-2	-2	-6.3	2	-2.4	-1	-1.6
CCOc1ccc(N(CC(=O)NC2CCCCC2)C(=O)CNC(=O)c2ccco2)cc1	-1	-2	-0.6	-1.1	-3	0	-2.8	-1	-0.2	7	-0.4
CN(C)S(=O)(=O)c1ccc(/C(O)=C2/C(=O)C(=O)N(Cc3cccnc3)C2c2ccncc2)cc1 (stereo not drawn)	2	2	1.3	-1.6	-1	0	2.5	0	0.1	-3	-0.1
CCC1Oc2ccc(C)cc2N(CC(=O)NCCN2C(C)CCCC2C)C1=O (stereo not drawn)	-4	-3	-0.1	-0.7	-2	0	0.8	-4	0.1	7	-2.0
CC(C)n1cc(/C=C(\C#N)S(=O)(=O)c2ccccc2)c2ccccc21	-21	4	-0.4	-1.4	-4	-13	-3.5	7	-0.8	4	-2.8
CCOC(=O)c1[nH]c(C)c(C(=O)NCc2ccccn2)c1C	4	-1	-0.1	-0.9	1	-1	0.5	0	-0.6	-4	-0.7
CCCNc1c(NS(=O)(=O)c2ccc(NC(=O)CC)cc2)c(=O)oc2ccccc12	-8	-4	0.7	-1.4	1	-2	-1.9	0	-0.5	1	-2.6
CC/C(=C\C1CCCCC1)C(NP(=O)(c1ccccc1)c1ccccc1)c1ccccc1 (stereo not drawn)	2	11	2.5	-0.8	0	-1	2.4	0	-0.1	-4	-0.6
O=C(O)CCCC(=O)Nc1ccc(Br)cc1	2	-3	0.9	-1.7	-2	-3	-1.1	0	-0.4	-6	-0.4
COc1cc(/C=C/c2sc3ccccc3[n+]2CCCS(=O)(=O)[O-])ccc1O	-79	-9	-0.5	-1.3	1	-78	-2.2	3	0.1	-26	-0.1
O=C(Nc1cccc2c1CCCC2)c1cc([N+](=O)[O-])cc([N+](=O)[O-])c1	-1	-3	-0.6	-1.3	-2	1	1.2	-1	-0.3	3	1.4
CCOC(=O)c1oc2cc(O)ccc2c(=O)c1-c1ccc(OC)cc1	-3	2	-0.7	-1.3	0	0	0.4	0	-0.2	2	0.4
COc1cccc(C2c3c(oc4ccccc4c3=O)C(=O)N2CCCN2CCOCC2)c1OC (stereo not drawn)	-6	-5	-1.5	-0.9	-4	3	0.6	-4	0.0	-5	-1.7
Cc1ccc(C)c(NC(=O)c2nnn(Cc3ccccc3)c2N)c1	3	-2	0.2	-1.9	-1	6	-0.5	4	0.0	1	-1.9
O=C(N/N=C/c1ccc(Cl)cc1)C(=O)N1CCCCCC1	-5	-1	1.3	-2.0	1	-1	1.6	1	0.7	0	-0.1
CCC(NC(=S)NCc1ccc(F)cc1)c1ccc(C)cc1 (stereo not drawn)	-5	-2	-1.2	-1.2	0	0	-2.7	2	-0.7	5	-0.7
O=C(Nc1nc2ccc(S(=O)(=O)N3CCCC3)cc2s1)c1ccccn1	-2	-5	0.5	-0.8	-2	0	0.5	-1	-0.3	2	-1.6
CCCn1c(NC(=O)CN2C(=O)NC3(CCCCC3)C2=O)nc2ccccc21	-16	-7	0.8	-1.5	-2	-15	-1.9	-1	-1.1	-1	-2.6
CC(C)(C)C(=O)N1CCN(c2ccc(NC(=O)c3ccc([N+](=O)[O-])o3)cc2)CC1	-6	1	-3.3	-0.8	9.8*	5	-3.0	3	-1.1	-6	-1.6
CCCC(=O)Nc1nnc(CCN2CCCCC2)s1	5	-2	-0.5	-0.7	-2	1	0.0	-1	-0.5	-4	1.2
Cc1ccc(S(=O)(=O)N2CCN(C(C)CC(=O)O)CC2)cc1 (stereo not drawn)	1	1	1.0	-1.1	-2	1	0.5	2	0.6	-4	-0.3
